# RmlCD inh mix: inhibitors of RmlC and RmlD coupled enzymes; RmlC/RmlD coupled enzyme inhibition, 384-well mixture HTS; actives 0.39% (n = 110,000); inhibition, % at 5.5 µM; in the data active = inhibition above about 30%, passing the limit was not always enough; inconclusive = no clear call, values can overlap the other calls; note: strong numbers were not always called active
# HIV RNase H inh: blocks HIV-1 RNase H cleavage of RNA/DNA duplex; RT-RNase H RNA/DNA duplex cleavage, fluorescence; inhibition, % at 10 µM; actives 1.9% (n = 65,000); in the data active = inhibition above about 50%
# Active calls of the source: *; ? = inconclusive; · = not tested or not shown. These rows are one share of the data (hit frequency here may not be typical).
compound | RmlCD inh mix | HIV RNase H inh
c1ccc(N2CC[N+]3(CCCC3)CC2)nc1 | -5.4 | -5.1
Fc1cccc(NCc2cn3ccccc3n2)c1 | 10.1 | -11.3
COc1ccc(NC(=O)CSc2nnc(C3CCCCC3)n2-c2ccccc2)cc1 | -12.6 | ·
CC1CCC(N2CCN(c3ncccn3)CC2)C1 (stereo unspecified) | 9.1 | ·
CCCCn1c(S(=O)(=O)O)nc2ccccc21 | 7.5 | -9.3
Cc1cc(C)c(S(=O)(=O)NNC(=O)C2CCN(Cc3ccccc3)CC2)c(C)c1 | -8.8 | ·
Cc1cccc2cc(CN(CC3CCCO3)C(c3nnnn3Cc3ccco3)C(C)C)c(=O)[nH]c12 (stereo unspecified) | · | 0.9
Cc1noc(C)c1S(=O)(=O)N1CCN(Cc2ccc3c(c2)OCO3)CC1 | -14.6 | -12.3
COC(=O)CSc1nc(NC(C)=O)nc(C)c1Br | 7.6 | ·
CCOC(=O)C1=C(C)N(C)C(=O)NC1c1ccccc1OC (stereo unspecified) | -13.4 | -7.5
C(=C\c1ccccc1)/CSc1nnc(-c2ccncc2)n1Cc1ccco1 | 0.1 | -56.0
Cc1nc(N2CCN(C(=O)c3ccc(Cl)cc3)CC2)c(C#N)c2c1COC(C)(C)C2 | 14.8 | 4.8
O=S(=O)(c1ccccc1)c1nc(-c2ccco2)oc1N1CCOCC1 | 18.1 | -18.3
CCOC(=O)c1nc(C)c(C(C)=O)s1 | 3.5 | ·
Cc1ccc(C(=O)c2nc3c(n2O)CCCC3)cc1 | -4.2 | ·
CCCC(=O)Nc1ccc(N2CCN(C(=O)CCC)CC2)cc1 | 3.0 | 2.0
Cc1ccc(S(=O)(=O)Cc2ccc(C(=O)NCCCN3CCN(C)CC3)o2)cc1 | 4.7 | -6.6
CCN(CC)S(=O)(=O)c1ccc(OC(C)C)nc1 | -7.1 | -1.0
CCN1CCN(C(=O)Cc2coc3cc(C)cc(C)c23)CC1 | -6.5 | -12.6
COc1ccc(CC(=O)NC(C)(C)CC(C)=O)cc1OC | -13.0 | ·
COc1ccc(CCNC(=O)CCCCn2c(=O)[nH]c3ccccc3c2=O)cc1OC | -0.8 | -6.4
C=C(C)C(=O)Nc1cccc(C2=NOC3(C2)C[C@H](C(N)=O)N(C(=O)c2ccccc2C(=O)c2ccccc2)C3)c1 (stereo partly specified) | 21.5 | ·
CCc1c(C)c2c(C)[nH]nc2oc1=O | 5.6 | -1.5
COC(=O)c1ccc(-n2c(C)nc(=O)c(-c3ccccc3)c2C)cc1 | 8.7 | ·
CCC(C)C(=O)Nc1nc(C)c(-c2csc(Nc3ccccc3OC)n2)s1 (stereo unspecified) | -9.4 | ·
CCSc1nc2cc(OC)c(OC)cc2c(=O)n1CC | -15.8 | -28.0
Cc1cccc(-n2c(=O)c(C#N)cc3c(=O)n4ccccc4nc32)c1 | 83.2* | ·
Cc1ccccc1Nc1nnc(SCC(=O)NC(=O)NCc2ccco2)s1 | · | 66.6*
Cc1nn(Cc2cccc(C(=O)Nc3ccn(Cc4c(F)c(F)cc(F)c4F)n3)c2)c(C)c1[N+](=O)[O-] | 12.9 | ·
O=C(Cn1cc2c(n1)CCCCC2)NC1CCN(Cc2ccccc2)CC1 | 4.9 | -5.9
CCOC(=O)N1CCC(NC(=O)c2ccc3c(c2)N(CC)CCS3)CC1 | 22.3 | -4.2
O=C(C[n+]1ccc(C(=O)N/N=C/c2ccc(O)cc2)cc1)c1ccccc1 | -10.9 | ·
CC(=O)c1cc2c(cc1NS(=O)(=O)c1ccc(C)cc1)OCCO2 | -5.5 | -52.6
COc1ccccc1C1C(C(N)=O)=C(C)Nc2nc(-c3ccccc3Cl)nn21 (stereo unspecified) | -15.4 | 1.9
Cc1cc(=O)oc(C)c1C(=O)N1CCN(C)CC1 | 20.4 | -14.5
c1ccc(CCNc2nc(-c3cccnc3)cs2)cc1 | 2.9 | ·
O=C(CSc1nc2ccsc2c(=O)n1NC(=O)c1ccccc1)Nc1nccs1 | 20.6 | -4.1
c1coc(CNC2CCCCC2)c1 | 6.4 | ·
Cc1onc(-c2ccccc2Cl)c1C(=O)Nc1nnc(Cc2ccc(Cl)cc2)s1 | -20.3 | ·
CC1CN(c2ccc(S(=O)(=O)N3CCOCC3)cn2)CC(C)O1 (stereo unspecified) | -3.4 | ·
COc1ccccc1N(CC(=O)NC(C)(C)C)C(=O)Cn1nnc(-c2ccc(C)o2)n1 | -13.6 | -1.2
COc1c(N2CCN(C(=S)NCc3ccccc3)C(C)C2)c(F)cc2c(=O)c(C(=O)O)cn(C3CC3)c12 (stereo unspecified) | -6.3 | ·
COc1ccccc1C1(CC(=O)N2CCOCC2)CCOC(C(C)C)C1 (stereo unspecified) | 10.8 | -14.9
Brc1cccc(Cn2c(-c3cncs3)nc3ccccc32)c1 | -25.3 | ·
O=C1c2oc3ccc(F)cc3c(=O)c2C(c2ccc(F)cc2)N1CCCN1CCOCC1 (stereo unspecified) | 6.5 | 4.4
Cc1ccc(S(=O)(=O)N2CCC(=O)N(CCOCc3ccccc3C)CC2)cc1 | -13.6 | ·
Cc1cc(C)n(-c2nc3c(c(=O)[nH]c(=O)n3C)n2CC(O)COc2ccccc2C)n1 (stereo unspecified) | -11.8 | -6.5
CCOC(=O)c1c(C)[nH]c(C(=O)COC(=O)CCC2CCCC2)c1C | -4.2 | ·
COc1ccc(S(=O)(=O)N2CCN(Cc3cccc(Cl)c3)CC2)cc1 | · | 7.0
Cc1nn(C)c(C)c1S(=O)(=O)NCc1cccs1 | -2.5 | -17.3
COc1ccc2cc3cc(C(=O)NCC4CCCO4)oc3nc2c1 (stereo unspecified) | 105.1* | -18.7
CC(=O)c1ccc(N2CCN(C(=O)c3ccc4c(Cl)c5c(nc4c3)CCCC5)CC2)cc1 | 10.5 | ·
Cc1sc2ncnc(OCC(=O)c3ccc(S(=O)(=O)N4CCCC4)cc3)c2c1C | -10.4 | 0.0
O=C(NCc1ccco1)[C@@H]1CSC2c3ccccc3C(=O)N21 (stereo partly specified) | -6.9 | 5.1
Cc1cccc2cc(CN(Cc3cccs3)Cc3nnnn3Cc3ccccc3)c(=O)[nH]c12 | 10.3 | -21.5
Cc1ccc(Cl)cc1N1CCN(C(=O)Cn2ccc3ccccc3c2=O)CC1 | 8.6 | -6.0
COC(=O)c1ccc(N2CCC(C)CC2)c(N)c1 | -13.0 | ·
CC/C(=N\NC(=O)CSCc1ccc(Cl)cc1)c1ccc2c(c1)OCCO2 | 4.9 | ·
CCO[C@@H]1OC(C(=O)N2CCN(Cc3ccc4c(c3)OCO4)CC2)=C[C@H](C)[C@H]1CCCO | 6.2 | ·
CCSc1nc2sc3c(c2c(=O)n1CC)CC(C)(C)OC3 | -19.8 | ·

# (listing goes on)
compound | RmlCD inh mix | HIV RNase H inh
Cc1onc(-c2ccccc2)c1C(=O)Nc1ccccc1N1CCOCC1 | 2.8 | -11.3
O=S(=O)(Nc1ccc2c(c1)OCCO2)c1ccc(F)cc1 | 8.7 | ·
CCOc1ccc(Br)cc1S(=O)(=O)Nc1nc(CN2CCOCC2)nc2sc(C)c(C)c12 | -7.2 | ·
Cc1oc(C(=O)O)cc1COc1ccc2c3c(c(=O)oc2c1)CCC3 | -2.0 | ·
CCCCOC(=O)c1ccc(NC(=O)CSC2=Nc3ccccc3C3CC=NN23)cc1 (stereo unspecified) | 1.4 | ·
O=C(COc1ccccc1)NCCSc1ccccc1 | -10.7 | -11.0
CCOC(=O)c1cccc(NC(=O)c2cnccn2)c1 | 3.3 | -3.4
COCCNC(=O)C(c1ccco1)N(C(=O)Cn1nnc2ccccc21)c1cccc(C)c1C (stereo unspecified) | 3.5 | 2.0
COc1ccc2c(Cl)c(C(N)=O)sc2c1 | -7.6 | -1.4
CCOC(=O)c1ccc(NC(=O)CSc2ncccn2)cc1 | 2.4 | -18.5
CCc1noc(C)c1C(=O)Nc1nc(-c2cc(C)ccc2C)c(C)s1 | -4.3 | ·
Cc1c(O)ccoc1=O | 5.4 | ·
O=C(O)c1cnccn1 | 5.0 | -4.2
CSCCC(Nc1ncnc2ccc(Br)cc12)C(=O)O (stereo unspecified) | -9.9 | 0.6
Brc1ccc(-c2nnc3sc(CN4CCN(c5ccccc5)CC4)cn23)cc1 | ? | 26.7
CCCCn1nnnc1SCC(=O)Nc1sc2c(c1C#N)CCCC2 | 9.1 | 3.0
CC(C)(C)NC(=O)Cn1c(-c2nonc2N)nc2ccccc21 | -32.1 | ·
CN1CCN(C(=S)NC(=O)/C=C/c2ccccc2)CC1 | -4.8 | ·
CC1=C(C(=O)OCC(C)C)C23C(=O)c4ccccc4C2(O1)OC(N)=C3C#N (stereo unspecified) | 11.6 | 2.6
NC(=O)CSc1nc2ccccc2c(=O)n1Cc1ccco1 | 8.5 | ·

# Compound profiles, from the list above. Values in the order: RmlCD inh mix | HIV RNase H inh
# Profile of `Cc1onc(-c2ccccc2)c1C(=O)Nc1ccccc1N1CCOCC1` : 2.8 | -11.3
# Profile of `CCOC(=O)c1cccc(NC(=O)c2cnccn2)c1` : 3.3 | -3.4

# (continued)
compound | RmlCD inh mix | HIV RNase H inh
COC(=O)c1c(NC(=S)Nc2ccccc2Cl)sc(C)c1C | -1.1 | ·
O=C(Nc1ccc(N2CCN(C(=O)c3ccccc3)CC2)cc1)c1ccc2c(c1)OCO2 | 6.6 | ·
CCOc1ccccc1C(=O)NC1CCN(Cc2nnnn2C2CCCC2)CC1 | -14.1 | 2.7
CCOC(=O)c1c(C)c(P(=S)(N2CCOCC2)N2CCOCC2)n(C)c1C | 8.6 | 38.7
O=C(O)c1ccc(-c2cccc(Cl)c2)o1 | 5.5 | ·
O=C(NCc1ccccn1)Nc1cccc(Cl)c1 | -8.4 | -6.2
C=CCn1c(SCC(=O)Nc2cccc3ccccc23)nnc1-c1cnccn1 | -1.2 | ·
COc1cc(OC)c2ccc(=O)oc2c1C(CCN1CCCC(C)C1)c1ccc(N(C)C)cc1 (stereo unspecified) | 4.8 | ·
[O-][n+]1ccc(C2CC2)cc1 | 0.6 | -2.8
O=c1oc2cc(O)ccc2c2ccccc12 | -12.3 | ·
Cc1c(CC(=O)O)c(=O)oc2cc(OCc3nn[nH]n3)ccc12 | 28.8 | ·
Cc1n[nH]c(C)c1N=Nc1cc(Cl)ccc1Cl | 1.0 | ·
Cc1ccc(C(=O)C2=C(O)C(=O)N(CCCn3ccnc3)C2c2ccc(OC(C)C)cc2)o1 (stereo unspecified) | -15.5 | 21.6
CCCc1cc(=O)[nH]c(SCc2ccccc2Cl)n1 | 5.7 | ·
COc1ccc(N2C(=O)C(Cl)=C(Nc3c(C)n(C)n(-c4ccccc4)c3=O)C2=O)cc1 | 8.1 | 1.6
O=c1[nH]c(NCc2ccccc2)nc2c1CCCC2 | -5.7 | -11.4
CCOC(=O)c1ccoc1CSCc1ccc(C(=O)OC)o1 | 1.2 | -5.7
O=C(Nc1ccc2c(c1)OCO2)c1c(F)c(F)c(F)c(F)c1F | 2.8 | -2.7
NS(=O)(=O)c1cc2c(cc1Cl)NC=NS2(=O)=O | -15.0 | -9.2
CCN(c1cccc(C)c1)S(=O)(=O)c1ccc2c3c(cccc13)C(=O)N2 | -1.8 | ·

# Three structures from above, arranged by molar mass, rising.
compound | RmlCD inh mix | HIV RNase H inh
O=c1oc2cc(O)ccc2c2ccccc12 | -12.3 | ·
C=CCn1c(SCC(=O)Nc2cccc3ccccc23)nnc1-c1cnccn1 | -1.2 | ·
O=C(Nc1ccc(N2CCN(C(=O)c3ccccc3)CC2)cc1)c1ccc2c(c1)OCO2 | 6.6 | ·

# Further entries follow.
compound | RmlCD inh mix | HIV RNase H inh
Cc1ccccc1N1C(=O)CC(Sc2nnc(-c3ccccc3)o2)C1=O (stereo unspecified) | 8.2 | 57.6*
CCN(N=Nc1nonc1OC)c1nonc1OC | -3.4 | ·
COC(=O)C1CCN(C(=O)c2c(-c3ccccc3Cl)noc2C)CC1 | -6.5 | -2.5
COC(=O)c1ccccc1NC(=O)CN1CCOCC1 | -3.2 | ·
O=C(O)CSCC(=O)c1ccccc1 | -11.4 | 2.1
CCSc1nnc(NC(=O)CSc2nc3c(c(=O)n2-c2ccccc2OC)SCC3)s1 | -7.3 | -12.6
OC(COc1ccc2ccccc2c1)CN1CCN(c2ccc(F)cc2)CC1 (stereo unspecified) | 4.4 | 29.3
Cc1cc(-n2c(C)cc(C(=O)CSc3nnnn3-c3ccc(Cl)cc3)c2C)no1 | -3.3 | 16.2
O=C(COC(=O)c1ccccn1)Nc1cccc(Cl)c1 | · | -3.0
Cc1ccc(NC(=O)C2CC(=O)n3ncnc3N2)cc1 (stereo unspecified) | 2.9 | ·
Nc1ccc(O)cc1 | 5.9 | ·
Cc1sc2c(c1C)CN(Cc1ccco1)CN2C(=O)c1ccccc1 | · | -6.2
Cc1ccc2[nH]c3c(c2c1)CN(C(=O)CN1c2ccc(F)cc2CCC1C)CC3 (stereo unspecified) | 9.5 | ·
O=C1CC(c2ccc(Cl)cc2)n2nc(N3C(=O)c4ccccc4C3=O)nc2N1 (stereo unspecified) | 5.4 | -1.0
CCOC(=O)C1CN(S(=O)(=O)c2ccc(OC)cc2)c2cc(CC(=O)OC)ccc2O1 (stereo unspecified) | 19.5 | ·
COc1cccc(C(=O)NCc2n[nH]c(=S)n2-c2cccc(C)c2)c1 | -2.6 | 3.6
COc1ccc2c(CC(=O)N3CCc4ccccc43)coc2c1 | 1.9 | ·
O=C(c1ccccc1S(=O)(=O)NCc1ccccc1)N1CCCC1 | 3.0 | -16.2
O=C(Cc1c(O)c2ccccc2[nH]c1=O)NCc1ccc(F)cc1 | -7.9 | 0.0
COc1cccc(N2C(=O)C3CC=C(Cl)CC3C2=O)c1 (stereo unspecified) | -9.3 | -7.1
COc1cccc(C(c2sc3nc(C)nn3c2O)N2CCC3(CC2)OCCO3)c1 (stereo unspecified) | · | -23.6
CCN1C(=O)C(O)(CC(=O)c2ccccn2)c2ccccc21 (stereo unspecified) | -0.6 | ·
CCOC(=O)c1ccc(N=CC2=C(O)CC(c3ccco3)CC2=O)cc1 (stereo unspecified) | · | -2.6
Cc1ccccc1-c1cc(-c2ccccc2O)n[nH]1 | 6.6 | 5.6
Cc1c(F)cccc1NC(=O)CCC(=O)O | 5.6 | -2.6
N#CC1=C(SCC(=O)NCc2ccccc2)NC(=O)CC1c1ccco1 (stereo unspecified) | 4.9 | -4.5
CCCc1nc(N)c(C#N)c(N)c1C#N | -9.5 | -7.7

# Screens as filed in PubChem.
